Screening results from PubChem BioAssay.
PostGolgi yeast: growth inhibition of a yeast mutant, post-Golgi transport screen | post-Golgi transport phenotypic cell assay | inhibition, % at 10 µM | actives 0.9% (n = 98,000) | AID 739;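 further: yeast cells grown in 1536-well plates; yeast grown about 18 h at 30C before absorbance read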
PostGolgi ctrl: inhibits growth of the yeast control strain | efflux-deficient yeast background strain, growth absorbance A615, 16 h | actives 5% (n = 98,000) | inhibition, % at 10 µM
* marks the source's active call; other numbers are inactive results. No stated cut-off is given here; in the data, active means inhibition above about 30%; inactive means the rest. The list is partial, so the mix of outcomes need not match the whole.

Molecule,PostGolgi yeast,PostGolgi ctrl
O=C(NCc1cccc(F)c1)c1noc2c1CCCC2,-7.1,-1.7
CCOc1cccc(-c2nn3c(-c4ccccn4)nnc3s2)c1,1.1,7.4
O=C(CN(c1ccc(F)cc1)S(=O)(=O)c1ccc2c(c1)OCCO2)N1CCOCC1,-2.5,4.4
COc1ccc(C(C)=O)cc1COC(=O)c1ccc(S(=O)(=O)N2CCOCC2)cc1,2.0,11.8
CCOC(=O)CCCNC(=O)COC(=O)c1cccc(C)c1O,-0.3,-6.0
O=C(Oc1ccnc2cc(Cl)ccc12)N1CCCCCC1,12.1,28.3
CS(=O)(=O)N1CCC(C(=O)NCCN2CCN(Cc3ccccc3)CC2)CC1,31.4*,-3.1
Cc1sc2nc(CSc3nc4ccccc4c(=O)n3CCCN3CCOCC3)[nH]c(=O)c2c1C,14.7,16.3
O=S(=O)(NCCc1ccccn1)c1ccc(F)c(F)c1,-5.5,2.6
Cc1c(NC(=O)C2(C)CCCCC2)c(=O)n(-c2ccccc2)n1C,0.0,1.8
COC(=O)c1ccccc1NC(=O)CSc1ccccc1,-6.5,11.6
COc1ccc(N2CCN(c3nc4ccccc4n3CC(=O)c3ccccc3)CC2)cc1,-3.7,24.0
COc1ccc(OC)c(C(=O)CSc2nc3ncccc3[nH]2)c1,9.7,13.9
C=CCn1c(=O)c2ccccc2n2c(SCC(=O)NCCc3ccccc3)nnc12,-6.5,-2.2
Cc1cc(OCC(=O)NCCO)cc(C)c1Cl,5.4,5.3
COc1cccc(C2CC(c3ccccc3Cl)n3nnnc3N2)c1 (centres undefined),-9.5,0.7
COc1ccccc1N1CCN(C(CNC(=O)C2CCCCC2)c2cccnc2)CC1 (centres undefined),5.6,0.8
COC(=O)c1ccc2c(c1)S(=O)(=O)NC(=NCCCN1CCOCC1)S2,-5.5,10.1
Cc1ccc2oc3c(c(=O)c2c1)C(c1cccc(O)c1)N(c1ccccn1)C3=O (centres undefined),-13.6,8.4
CCOC(=O)c1c(C)c(C(=O)NCc2ccc3c(c2)OCO3)c(C)n1C,7.0,-0.3
CC(=O)N1c2c(cc(Br)cc2S(=O)(=O)NCc2cccnc2)CC1C (centres undefined),-10.3,-4.5
c1ccc(Nc2nc3ccccc3n3cnnc23)cc1,20.6,25.9
Cc1ccc(C)c(N2CCN(CC(=O)Nc3ccc4[nH]c(=O)[nH]c4c3)CC2)c1,0.6,4.7
O=C1c2ccccc2-c2ncnc3c(N4CCOCC4)cc(N4CCOCC4)c1c23,2.2,-2.4
CCc1nn(C(C)C(=O)N2CCc3ccccc3C2)c(=O)c2cc3occc3n12 (centres undefined),-1.5,7.9
CCN(CC)c1ncnc2sc(C(=O)N3CCN(c4ccc(OC)cc4)CC3)c(C)c12,-3.9,1.8
CC(=O)c1ccc(NC(=O)C2CCCN2S(=O)(=O)c2ccc(C)cc2)cc1 (centres undefined),4.7,11.7
COCCNC(=O)CN1CCC(n2c(C)nc3cc(C(F)(F)F)ccc32)CC1,1.3,4.6
Cc1nc2ccccc2c2oc(C(=O)N3CCN(C4CCCCC4)CC3)cc12,-3.9,5.8
O=C(CSc1nnc(Cn2c(=O)sc3ccccc32)n1-c1ccccc1)N1CCCCCC1,2.2,6.6
Cc1ccccc1CSc1nnc(Cn2c(=O)sc3ccccc32)n1C,7.2,8.2
Cc1ccc(C2C3CN(C(C)C)CC=C3C(C#N)=C(N)C2(C#N)C#N)cc1 (centres undefined),0.6,7.5
N/C(=N\O)c1ccc(NC(=O)c2cccs2)cc1,5.7,5.9
CCOC(=O)N1CCN(C2CC(=O)N(c3ccc(F)cc3)C2=O)CC1 (centres undefined),-3.6,8.9
COC(=O)c1ccc(CN2C(=O)c3ccccc3S2(=O)=O)cc1,2.8,7.9
CCOc1ccccc1N1CCN(C(=O)c2cc(C)oc2C)CC1,5.4,2.5
CC1(C)Cc2c(c(-c3ccccc3)nc(N3CCCC3)c2C(N)=O)CO1,-2.2,4.3
COCCOC(=O)C1=C(C)NC(=O)NC1c1c(OC)ncnc1OC (centres undefined),-0.9,-1.2
COc1ccc(CCNC(=O)c2cc(C(C)C)on2)cc1OC,-0.2,-3.0
Cc1cccc(-n2c(CNC(=O)c3ccccc3)nnc2SCC(=O)Nc2nccs2)c1,-1.6,-0.5
CN(C)CCCOC(=O)c1ccc(Br)cc1,-2.1,-0.6
O=C(O)c1ccc(CNC(=O)c2ccc(Br)o2)cc1,12.3,2.9
Cc1nc(N2CCCC2)c2nnn(Cc3ccccc3Cl)c2n1,8.8,14.8
O=C(CCCc1ccccc1)NCc1cccnc1,-2.8,3.3
CC(C)OCCCNC(=O)c1ccncc1,5.6,2.0
O=C(COC(=O)CCc1ccc(S(=O)(=O)N2CCCCC2)cc1)Nc1ccc2c(c1)OCO2,3.0,1.5
O=C(Nc1cccc2cccnc12)c1cccc(N2C(=O)CCC2=O)c1,-4.8,3.5
CSc1nc2ccc(NS(=O)(=O)c3ccc4c(c3)OCCO4)cc2s1,8.5,31.5*
S=c1nc(-c2ccccc2)n(CCCn2ccnc2)c2c1CCCC2,-1.6,1.7
CN(C1CCCCC1)S(=O)(=O)c1ccc(Cl)c(C(=O)O)c1,3.8,26.8
N=C1C(c2ccccc2)=C(O)CN1c1ccccc1N1CCOCC1,-5.5,1.7
CSc1nc2[nH]c3c(c2c2nnnn12)CCCC3,-9.4,20.7
COC(=O)c1cc(Cl)c(N)cc1OC,-1.1,2.8
CCC(C)NC(=O)C1=C(C)C(=O)OC12CCC(C)CC2 (centres undefined),2.2,-7.6
CN1CCCC(OC(=O)c2cc(Cl)ccc2Cl)C1 (centres undefined),-7.8,-6.8
COC(=O)C(CCSC)NC(=O)CNC(=O)C1CCCCC1 (centres undefined),0.8,6.0
COc1ccc(S(=O)(=O)n2nc(OC(=O)c3ccc(C)cc3)cc2N)cc1,-3.0,1.0
N#CC1=C(N)N(c2ccccc2Sc2ccccc2)C(=O)C1,-7.1,34.8*
O=C(NC1CCCCC1)C1CCN(C(=O)NCc2ccccc2)CC1,-3.1,11.1
CCN(CC)S(=O)(=O)c1ccc(C(=O)N2CCN=C2SC)cc1,-5.4,5.2

(list continues)
Molecule,PostGolgi yeast,PostGolgi ctrl
COc1cc(C(=O)N2CCN(C(=O)C(Cc3cc(C)ccc3C)NC(C)=O)CC2)cc(OC)c1OC (centres undefined),1.0,9.8
CCOc1ccc(-c2nnn(CC(=O)N3CCN(c4ccc(OC)cc4)CC3)n2)cc1OCC,-0.9,3.1
CC(=O)C1=C(O)C(=O)N(Cc2ccccc2)C1c1ccco1 (centres undefined),-5.0,2.0
CCCC(=O)NC(C)c1nc2ccccc2n1C(C)C (centres undefined),-1.8,-0.7
CCOC(=O)C(C)NC(=O)C(NC(=O)C1CCC(CC)CC1)C(C)C (centres undefined),-2.5,1.8
COc1cccc(Cn2c(=S)[nH]c3ccc(N4CCOCC4)cc3c2=O)c1,-1.9,-3.3
CCCOc1ccc(N2C(=O)CC(N3CCC(C(=O)OCC)CC3)C2=O)cc1 (centres undefined),-1.9,-1.7
O=C(Cn1cnc2c(nnn2-c2ccccc2)c1=O)NCC1CCCO1 (centres undefined),0.5,2.6
CCn1cc(SCC(=O)NCc2ccc3c(c2)OCO3)c2ccccc21,-5.0,35.9*
CCOc1ccc2nc(SC(CC)C(=O)Nc3cc(C)on3)sc2c1 (centres undefined),20.2,-4.9
CCC(Sc1nc2n[nH]c(C)c2c(=N)n1-c1ccc(C)c(Cl)c1)C(=O)N1CCOCC1 (centres undefined),-1.2,-5.3
C=CCn1c(=O)c2ccccc2n2c(SCc3nnc(-c4ccccc4Br)o3)nnc12,0.6,12.8
CC1CN(C(=O)CN2C(=O)NC(C)(c3ccccc3)C2=O)CC(C)O1 (centres undefined),-2.6,-8.1
Cn1c(=O)[nH]c(=O)c2c1nc(CN1CCN(c3ccccc3F)CC1)n2CC(N)=O,-3.1,1.9
CCCCCOc1ccc(C(=O)N(Cc2ccco2)C2CCS(=O)(=O)C2)cc1 (centres undefined),0.3,8.3
CCOC(=O)c1[nH]c(C)c(C(=O)N2CCN(c3cccc(Cl)c3)CC2)c1C,-4.5,23.2
CCCCC(C(=O)O)C(C)CC(=O)Nc1cccc(C(=O)O)c1 (centres undefined),2.7,8.5
Oc1cccc(C=NCc2ccccc2)c1O,15.8,14.8
CCN(CC)S(=O)(=O)c1ccc2c3c(cccc13)C(=O)N2,-5.3,7.0
O=c1c(/C=N/O)coc2ccc3ccccc3c12,1.8,-1.6
COc1cccc(C(=O)Cn2c(N3CCOCC3)nc3c2c(=O)n(C)c(=O)n3C)c1,2.9,-2.7
O=C(C1CCN(S(=O)(=O)c2cnc[nH]2)CC1)N1CCc2ccccc2C1,0.5,3.9
Cc1cc2ccccc2c(=O)[nH]1,8.0,-4.8
CCOc1ccc2[nH]c(=O)c(C(c3nnnn3CC3CCCO3)N3CCc4ccccc4C3)cc2c1 (centres undefined),3.9,2.5
CC1CCN(C(=O)COc2ccccc2F)CC1,20.1,6.7
Cc1cccc(-c2nc(CS(=O)CC(=O)NCC3CCCO3)c(C)o2)c1 (centres undefined),-3.2,6.1
O=C(NCc1ccc2c(c1)OCO2)c1cccs1,1.0,8.3
CCN=C1SC(CC(=O)NC(N)=O)C(=O)N1CC (centres undefined),-2.7,7.8
C(=N\c1nc2ccccc2n1Cc1ccccc1)/c1cccs1,5.2,2.3
Cc1ccccc1NC(=O)CC1SC(=NC2CCCCC2)NC1=O (centres undefined),-3.0,1.4

Structures above that contain a COOH group, in the order listed:
Molecule,PostGolgi yeast,PostGolgi ctrl
O=C(O)c1ccc(CNC(=O)c2ccc(Br)o2)cc1,12.3,2.9
CN(C1CCCCC1)S(=O)(=O)c1ccc(Cl)c(C(=O)O)c1,3.8,26.8
CCCCC(C(=O)O)C(C)CC(=O)Nc1cccc(C(=O)O)c1 (centres undefined),2.7,8.5

Going on with the list:
Sequence of screens – PostGolgi yeast, PostGolgi ctrl
- Cc1cc(=O)[nH]c(SCC(=O)c2ccccc2)c1C#N
→ -1.9, 1.5
- Cc1ccc(C(c2sc3ncnn3c2O)N2CCC(C)CC2)cc1 (centres undefined)
→ 4.7, -9.0
- CC(C)(C)C(=O)NC1CCN(S(=O)(=O)c2cccc(C(F)(F)F)c2)CC1
→ 1.5, 5.9
- CSc1nc(NCCOCCO)c2sc3nc(-c4ccco4)c4c(c3c2n1)CCC4
→ -2.8, -0.6
- OC(COc1ccc(Br)cc1)CN1CCOCC1 (centres undefined)
→ -3.7, 4.1
- CCNc1nc(-c2ccc(Cl)cc2)cs1
→ -5.3, 14.1
- O=c1c2cc(N3CCOCC3)ccc2[nH]c(=S)n1CCN1CCCC1
→ 9.8, 22.3
- COc1ccc2c(Cl)c(-c3nnc4n3CCCCC4)sc2c1
→ -3.2, 17.5
- OC1CCN(c2ncnc3c2nnn3Cc2c(F)cccc2Cl)CC1
→ 1.9, 10.7
- O=C1Nc2ccccc2C(O)(C(=O)NCc2ccc3c(c2)OCO3)N1c1ccccc1 (centres undefined)
→ 18.3, -8.4

Grouped by structure, those above containing a CF3 group
Sequence of screens – PostGolgi yeast, PostGolgi ctrl
- COCCNC(=O)CN1CCC(n2c(C)nc3cc(C(F)(F)F)ccc32)CC1
→ 1.3, 4.6
- CC(C)(C)C(=O)NC1CCN(S(=O)(=O)c2cccc(C(F)(F)F)c2)CC1
→ 1.5, 5.9

Additional entries follow:
Sequence of screens – PostGolgi yeast, PostGolgi ctrl
- CCN(CC)S(=O)(=O)c1cccc(-c2nnc(SCCOc3ccccc3C)o2)c1
→ -26.9, 1.9
- CCc1c(C)nc2ncnn2c1N1CCCC(C(=O)NCc2ccc3c(c2)OCO3)C1 (centres undefined)
→ 1.1, 3.1
- CCOC(=O)C1=C(c2ccccc2)Nc2ncnn2C1c1cc(OC)cc(OC)c1OC (centres undefined)
→ 6.4, -6.3
- CCOC(=O)N1CCc2c(sc(NC(=O)c3ccc(Cl)s3)c2C(N)=O)C1
→ 3.3, 22.0
- CC(=O)OCCCN1C(=O)c2ccc(Br)cc2C1=O
→ 5.3, 2.7
- Clc1ccccc1Cn1nnc2c(Nc3ccccc3)ncnc21
→ -3.1, 16.0
- CCCC(=O)NCCSC
→ 7.5, 3.8
- O=C(CSc1nc2ccccc2s1)Nc1ncccn1
→ 10.5, -4.2
- CC1(C)OC(=O)N(CCc2ccccc2)C1(C)O (centres undefined)
→ 0.8, 12.6
- CCn1c(=O)cc(NC2=NCC(C)CN2c2cccc(Cl)c2)n(C)c1=O (centres undefined)
→ 1.7, 8.4
- O=C(NCc1ccccn1)C1COc2ccccc2O1 (centres undefined)
→ 6.2, 8.5
- COc1ccc(CCNC(=O)C2CCN(S(=O)(=O)c3cnc[nH]3)CC2)cc1OC
→ 4.2, 2.5
- COc1ccc(CCNC(=O)CCN2C(=O)COc3ccccc32)cc1OC
→ -2.1, 10.6
- O=C(CSc1nc2ccccc2c(=O)n1CC1CCCCC1)N1CCOCC1
→ 0.7, 15.0
- COc1cc(C2C(C#N)=C(N)Oc3cc(C)oc(=O)c32)ccc1OC(=O)N1CCOCC1 (centres undefined)
→ 5.5, 4.0
- Oc1c(C(c2cccc(F)c2)N2CCN(Cc3ccccc3)CC2)sc2ncnn12 (centres undefined)
→ 4.2, 7.4
- O=C(Nc1nc(-c2ccc3c(c2)OCO3)cs1)C1CC1
→ 1.3, 10.4
- CCn1c(=O)c(C)nn2c3ccccc3nc12
→ 3.4, -2.1
- O=C(CCN1CCN(CCO)CC1)Nc1ccc(F)c(F)c1
→ 6.1, 8.2
- COC(=O)C1=C(N)N(c2ccc(F)cc2)C2=C(C(=O)CCC2)C1c1ccc2c(c1)OCO2 (centres undefined)
→ 19.5, 4.6
- COCCSc1nnc(NC(=O)C2CCCO2)s1 (centres undefined)
→ -9.9, -1.0
- Cc1c(C(=O)NCCCN2CCOCC2)sc2nc(-c3ccccc3)cn12
→ 6.0, 3.5
- CCn1c(SCC(=O)c2ccccc2)nc2c(c1=O)SC(C)C2 (centres undefined)
→ 0.5, 17.2
- CCCn1cc(S(=O)(=O)CC(=O)N2CCc3ccccc32)c2ccccc21
→ -16.1, 24.3
- C=CCn1c(COc2ccc(F)cc2)nnc1SCC(=O)NC(=O)NCc1ccco1
→ -4.3, -0.5
